Source: PubChem
M5 antag: human M5 muscarinic receptor antagonists, primary screen, CHO cells, Fluo-8 calcium fluorescence. AID 624040, 2012. Muscarinic acetylcholine receptor M5 (Homo sapiens), P08912. CHO-hM5 cells, ACh EC80. inhibition, % at 3 µM. 360,000 tested, 0.59% active;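 active = inhibition above a per-plate cutoff, the mean of that plate's test compounds plus 3 SD, cut at about 27% in these data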;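 also: 0% = acetylcholine EC80 with DMSO and 100% = DMSO without agonist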
M1 PAM: human M1 muscarinic receptor positive allosteric modulators, primary screen, CHO-K1 cells, Fluo-8 calcium fluorescence, 1536-well | Muscarinic acetylcholine receptor M1 (Homo sapiens), P11229 | CHO-K1 hM1, ACh EC20; 0% = ACh EC20, 100% = maximal ACh | activation, % at 3 µM | 360,000 tested, 0.088% active | AID 588819, 2011; in the data active = activation above about 19%, passing the limit was not always enough
Target sequence (P11229 whole entry, looked up): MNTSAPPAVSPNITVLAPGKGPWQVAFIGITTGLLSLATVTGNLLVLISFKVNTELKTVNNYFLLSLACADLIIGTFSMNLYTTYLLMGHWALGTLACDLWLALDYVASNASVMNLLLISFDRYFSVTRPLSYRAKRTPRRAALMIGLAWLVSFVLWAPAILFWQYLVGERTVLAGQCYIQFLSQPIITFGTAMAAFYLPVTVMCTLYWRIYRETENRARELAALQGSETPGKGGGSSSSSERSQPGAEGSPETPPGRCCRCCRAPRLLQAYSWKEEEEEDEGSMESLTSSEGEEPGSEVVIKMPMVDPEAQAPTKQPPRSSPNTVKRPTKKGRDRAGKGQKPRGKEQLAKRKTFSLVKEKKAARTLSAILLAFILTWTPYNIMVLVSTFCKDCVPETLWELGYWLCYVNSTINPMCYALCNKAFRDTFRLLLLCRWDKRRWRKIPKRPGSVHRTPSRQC
M4 antag: human M4 muscarinic receptor antagonists, primary screen, CHO cells, Fluo-8 calcium fluorescence | Muscarinic acetylcholine receptor M4 (Homo sapiens), P08173 | 360,000 tested, 0.73% active | inhibition, % at 3 µM | CHO-hM4 cells, ACh EC80;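 active = inhibition above its plate's cutoff, the mean inhibition of sample wells plus 3 SD, cut at about 27% in these data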;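 also: 0% = acetylcholine EC80 with DMSO and 100% = DMSO without agonist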
Target sequence (P08173 whole entry, looked up): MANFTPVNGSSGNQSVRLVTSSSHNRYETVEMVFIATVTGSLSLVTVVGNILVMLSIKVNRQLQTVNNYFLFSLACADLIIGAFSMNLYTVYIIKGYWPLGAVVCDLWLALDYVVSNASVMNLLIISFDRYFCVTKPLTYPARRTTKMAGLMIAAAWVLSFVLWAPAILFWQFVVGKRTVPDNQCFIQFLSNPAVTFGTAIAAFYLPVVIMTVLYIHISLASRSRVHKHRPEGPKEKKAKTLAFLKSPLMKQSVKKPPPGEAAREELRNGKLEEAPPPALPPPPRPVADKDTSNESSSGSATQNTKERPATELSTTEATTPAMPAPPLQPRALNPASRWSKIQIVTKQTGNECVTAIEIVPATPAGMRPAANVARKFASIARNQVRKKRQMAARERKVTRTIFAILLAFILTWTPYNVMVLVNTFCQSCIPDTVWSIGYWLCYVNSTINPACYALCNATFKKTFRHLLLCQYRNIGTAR
CHRM5 PAM: human M5 muscarinic receptor positive allosteric modulators, primary screen, CHO-K1 cells, Fluo-8 calcium fluorescence | Muscarinic acetylcholine receptor M5 (Homo sapiens), P08912 | CHO-K1 hM5, ACh EC20 PAM; 0% = ACh EC20, 100% = ACh EC100 | activation, % at 3 µM | 360,000 tested, 0.3% active | AID 624038, 2012;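 active = activation above the run cutoff, the mean activation of all test compounds plus 3 SD, cut at about 18% in these data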
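system = human M5 receptor in CHO-K1 cells | compound = one concentration, 3 µM final (nominal) | schedule = Post-acetylcholine fluorescence recording 140 s | signal = Fluo-8 calcium dye fluorescence, kinetic read | benchmarks = low control EC20 acetylcholine (0%), high control EC100 acetylcholine (100%) | repeats = singlicate, one well per test compound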
TAAR1 agonist: human TAAR1 agonists, primary screen, Fluo-8 calcium fluorescence, CHO RD-HGA16 cells; Trace amine-associated receptor 1 (Homo sapiens), Q96RJ0; vehicle wells 0%, saturating PEA agonist 100%; activation, % at 3 µM; 360,000 tested, 0.99% active;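 active = activation above the mean activation of all test compounds in the run plus 3 SD, cut at about 38% in these data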
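System: CHO-derived RD-HGA16 cells with stable Gα16 and human TAAR1. Times: 17-24 h plating, Fluo-8 75 min 37 °C, 30 min RT. Measured by: calcium-sensitive Fluo-8 signal, excitation 470-495, emission 515-575 nm. Read-out basis: % activation relative to PEA EC100 response. Control set: DMSO and PEA EC100. Repeats: no replicates (n 1).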
M1 antag: human M1 muscarinic receptor antagonists, primary screen, CHO-K1 cells, Fluo-8 calcium fluorescence, 1536-well; Muscarinic acetylcholine receptor M1 (Homo sapiens), P11229; CHO-K1 hM1, ACh EC80 antagonist; inhibition, % at 3 µM; 360,000 tested, 1.3% active;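 active = percent inhibition above its own plate's cutoff, namely the mean of that plate's compound wells plus 3 SD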;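 also: peak over basal fluorescence ratio during 140 s after agonist addition; 0% = ACh EC80 plus DMSO and 100% = DMSO alone without agonist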
M4 ag: human M4 muscarinic receptor agonists, primary screen, CHO-K1 cells, Fluo-8 calcium fluorescence; Muscarinic acetylcholine receptor M4 (Homo sapiens), P08173; CHO-K1 hM4/Gqi5; vehicle 0%, full acetylcholine response 100%; activation, % at 3 µM; 360,000 tested, 0.14% active; AID 624127, 2012;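 active = activation above the run mean over all test wells plus 3 SD, cut at about 32% in these data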;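 also: peak over basal fluorescence ratio per well then scaled between controls; 0% = DMSO wells and 100% = acetylcholine at EC100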
CHRM1 agonist: human M1 muscarinic receptor agonists, primary screen, Fluo-8 calcium fluorescence, CHO-K1 cells, HTS. Muscarinic acetylcholine receptor M1 (Homo sapiens), P11229. CHO-K1 hM1, agonist mode; 0% DMSO, 100% acetylcholine EC100. activation, % at 3 µM. 360,000 tested, 0.33% active;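 active = activation above the run's mean compound activation plus 3 SD, cut at about 16% in these data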;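 also: peak over basal fluorescence ratio within a 140 s kinetic read after compound addition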
M5 ag: human M5 muscarinic receptor agonists, primary screen, CHO-K1 cells, Fluo-8 calcium fluorescence | Muscarinic acetylcholine receptor M5 (Homo sapiens), P08912 | CHO-K1 hM5 cells; 0% DMSO wells, 100% maximal acetylcholine response | activation, % at 3 µM | 360,000 tested, 0.19% active | AID 624037, 2012;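 active = activation above the run's mean over test compounds plus 3 SD, cut at about 23% in these data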;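 also: signal is peak over basal fluorescence ratio across the kinetic read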
Numbers without * were called inactive; · = not tested or not shown. These rows are one share of the data; rates above refer to the full screens.

Results follow in this order: M5 antag, M1 PAM, M4 antag, CHRM5 PAM, TAAR1 agonist, M1 antag, M4 ag, CHRM1 agonist, M5 ag
> CCn1c(SCC(=O)N2CCCCCC2)nc2c([nH]c3ccccc32)c1=O
    -4, 7, 11, 0, 0, -15, 1, -5, -1
> CC(CC(=O)Nc1ccc2c(c1)c(=O)n(C)n2Cc1cccc(C(F)(F)F)c1)C(F)(F)F (stereo unspecified)
    -1, -13, 3, -4, 4, 13, 3, -1, 1
> CN1CCN(C(CNS(=O)(=O)c2ccc([N+](=O)[O-])cc2)c2ccc(F)cc2)CC1 (stereo unspecified)
    0, -1, 3, -4, 3, -2, 1, -8, -8
> CCOC(=O)c1cnc(-c2ccccc2)nc1Oc1ccc(Cl)c(Cl)c1
    -3, 8, -3, 1, 10, -9, 1, -3, -5
> Cc1ccc(-c2nn(-c3ccccc3)cc2CN(C)C(=O)CCC(=O)O)cc1C
    16, 0, -6, -6, 13, -1, 7, -6, -3
> CN1C(C)(C)c2ccccc2OS1(=O)=O
    5, -2, 1, -5, 5, 10, 1, -3, -1
> O=C1C(c2ccccc2)c2ccccc2N1Cc1ccccc1 (stereo unspecified)
    -4, -2, -7, -3, 0, -9, -2, -5, -6
> O=C(N/N=C/c1cccc(C(F)(F)F)c1)c1cc2c(s1)-c1ccccc1CC2
    -7, 8, -9, 6, 5, -4, 0, -1, -3
> COc1ccc(NS(=O)(=O)c2ccc(OCC(=O)N3CCCC3)cc2)cc1
    -1, -2, 3, -11, 10, 3, 5, 4, 6
> O=C(COC(=O)/C=C/c1ccccc1F)Nc1nnc(-c2ccccc2)o1
    6, 4, -2, -2, 3, -3, 1, 0, -2
> COc1ccc(-c2cc3nc(C)cc(N4CCN(C(=O)c5ccco5)CC4)n3n2)cc1
    1, -3, -14, 2, 4, 0, 8, -2, 0
> OCCCCNCc1ccc(OCc2ccccc2Cl)cc1
    5, -35, 13, -14, 4, 44*, 4, -11, -5
> CCCC1CCC(C(=O)n2nc(N)c3cc4ccc(OC)cc4nc32)CC1 (stereo unspecified)
    -1, 5, 4, -2, -1, 0, 0, 0, 0
> C[C@@H](C(=O)N[C@@H](Cc1ccccc1)C(=O)O)n1nnc2ccccc2c1=O
    12, 11, 3, -5, 1, -16, 0, -2, -4
> O=C(c1ccco1)N1CCN(C2CN(Cc3ccccc3)S(=O)(=O)C2)CC1 (stereo unspecified)
    6, 9, -2, -3, 0, -2, 0, -6, 1
> CCOc1ccc(S(=O)(=O)N(C)CC(=O)NCc2ccc3c(c2)OCO3)cc1
    11, 6, -10, 0, 0, -12, 1, -6, -2
> C1CNC(C23CC4CC(CC(C4)C2)C3)=N1
    2, 8, 0, 4, 0, -6, 0, -7, -6
> COc1cccc(CNC(=O)COc2cc3c(c4oc(=O)cc(C)c24)CCC(C)(C)O3)c1
    15, -24, 12, -22, 1, 19, 10, -12, -4
> O=C(Nc1cccc(-c2nc3cccnc3s2)c1)C1c2ccccc2Oc2ccccc21
    -5, 2, -6, 0, 0, -5, 1, 2, 0
> CC(C)C[C@@H](CN)NC(=O)c1nc[nH]c1C(=O)N[C@@H](CC(C)C)C(=O)CNC[C@H](C)NC(=O)c1nc[nH]c1C(=O)N[C@@H](CC(C)C)C(=O)O
    -16, 7, 1, 5, ·, -9, 0, 0, 1
> CCCSc1ccc([C@@H]2[C@H]3C(=O)N(CC)C(=O)[C@H]3[C@]3(C(=O)OC)CCCN23)cc1OC
    5, -6, 5, 5, 2, 20, 1, -5, 2
> O=C(NC(=S)Nc1cc(C(F)(F)F)ccc1N1CCOCC1)c1ccco1
    0, 2, 10, -2, 0, -2, 0, -3, 4
> CSCCC(CO)NC(=O)OCc1ccccc1 (stereo unspecified)
    -9, 3, -2, 4, 8, -15, 1, -3, -3
> COc1ccccc1NC(=O)C1(c2ccccc2)CCCC1
    3, 8, -15, 8, 5, -6, -2, 1, -6
> CCS(=O)(=O)N1CCC(C(=O)NCc2cccc(OC)c2)CC1
    -8, 7, -3, 8, 1, -6, 1, -6, -2
> CCOCCCNC(=O)C1CCC(=O)N1CCc1ccccc1 (stereo unspecified)
    2, 2, 6, -2, 1, 4, 1, -3, 1
> N#Cc1cc([N+](=O)[O-])ccc1NC(=O)COC(=O)C1CC2CCCC(C1)C2=O (stereo unspecified)
    -6, 13, 3, 4, 2, -18, 2, 1, 3
> Cc1cccc(C)c1-n1nnnc1C1(C)CCC(=O)N1Cc1ccc(F)cc1 (stereo unspecified)
    3, ·, -6, 3, -1, ·, 1, ·, 2
> CC(C)Oc1cccc(C(=O)C2CCCN(C(=O)c3ccoc3)C2)c1 (stereo unspecified)
    7, -5, -5, -7, 4, 10, 13, -7, -1
> CCOCCCNC(=O)c1c[nH]c2ccc(S(=O)(=O)Nc3cccc(OC)c3)cc2c1=O
    -6, 4, -3, 5, 11, -30, 1, -4, 0

Next section (3 carried over from the part before).
Results follow in this order: M5 antag, M1 PAM, M4 antag, CHRM5 PAM, TAAR1 agonist, M1 antag, M4 ag, CHRM1 agonist, M5 ag
> Cc1cccc(C)c1-n1nnnc1C1(C)CCC(=O)N1Cc1ccc(F)cc1 (stereo unspecified)
    3, ·, -6, 3, -1, ·, 1, ·, 2
> CC(C)Oc1cccc(C(=O)C2CCCN(C(=O)c3ccoc3)C2)c1 (stereo unspecified)
    7, -5, -5, -7, 4, 10, 13, -7, -1
> CCOCCCNC(=O)c1c[nH]c2ccc(S(=O)(=O)Nc3cccc(OC)c3)cc2c1=O
    -6, 4, -3, 5, 11, -30, 1, -4, 0
> Cc1ccc(-n2c(SCC(=O)NCCC3=CCCCC3)nc3n[nH]c(C)c3c2=N)cc1Cl
    5, -4, 6, -4, -2, -4, 1, -6, -7
> Cc1ccc(OC(C)C(=O)N(C)Cc2ccccc2)c([N+](=O)[O-])n1 (stereo unspecified)
    -8, 12, -3, 6, 2, -6, 1, -2, -1
> CCOC(=O)c1c(C)[nH]c(C(=O)COC(=O)c2ccccc2NC(=O)c2ccco2)c1C
    5, -2, 13, -1, 0, 12, 0, -3, 2
> COc1ccc(C2C(C(=O)N3CC(C)CC(C)C3)c3ccccc3C(=O)N2C)cc1 (stereo unspecified)
    -2, 1, -2, 0, 7, 1, 2, -2, -5
> O=C(CCNC(=O)N1CC(=O)Nc2ccccc21)Nc1ccc(Cl)cc1
    2, 1, 5, 0, 5, -3, 1, 1, -3
> Cc1ccccc1C1NC(=S)NC2=C1C(=O)CC(C)(C)C2 (stereo unspecified)
    4, 3, 0, -5, 0, -1, 2, -4, 1
> CCN(C[C@H]1N[C@@](CC)(C(=O)OC)[C@H]2C(=O)N(C)C(=O)[C@@H]12)S(=O)(=O)c1ccc(C(C)(C)C)cc1
    -6, 6, -13, -3, 5, -9, 3, -1, 0
> O=[N+]([O-])c1ccc(Cc2nnc(-c3ccc(F)cc3)o2)cc1
    0, 7, 0, -2, -1, -15, 0, -5, -3
> CCN(CC)C(=O)c1cc2c(=O)c3cc(Cl)ccc3oc2nc1C
    -4, 17, -3, 5, 6, -13, 2, -10, 2
> O=C(Oc1ccc(/C=N/O)cc1)c1ccccc1
    0, 7, 5, 1, 3, 1, 0, -3, -3
> O=C(CSC1=NCCN1)Nc1ccccc1[N+](=O)[O-]
    3, 3, -7, -2, 2, 1, 0, -7, -20
> CCCNC(=O)c1cc2c(c(-c3cccc(-c4cc5ccccc5o4)c3)n1)[C@@H](CCO)N(C(=O)NC(C)C)C2
    15, ·, 1, -16, 4, ·, 12, ·, -1
> CC(=O)Nc1sc(-c2ccccc2)nc1-c1ccccc1
    3, 8, -16, 5, -2, -5, 2, -6, -8
> CCN(CC)c1ccc(C(=O)OCc2cc(=O)oc3cc(O)ccc23)cc1
    3, 2, 3, -12, -2, -21, 1, -2, -2
> N#C/C(=C\c1cccc(O)c1)C(=O)N1CCCCC1
    -9, 8, -5, 12, 2, -11, 2, -2, 8
> O=C(O)C1CSC2(c3ccc4c(c3)OCCO4)CCC(=O)N12 (stereo unspecified)
    -3, 11, 1, 7, 8, -30, 0, -2, -2
> COc1ccc(/C=C/C(=O)N2CCN(c3ccccn3)CC2)cc1
    4, 4, -3, 0, 0, 16, 4, -4, -4
> O=C(NNc1nc(-c2ccccc2)c2cc(Br)ccc2n1)c1ccc(S(=O)(=O)N2CCOCC2)cc1
    -7, -2, 13, -4, 9, 12, 1, -3, 0
> CCCN(CC(=O)Nc1ccccc1C)C(=O)C1CC(=O)N(Cc2ccccc2)C1 (stereo unspecified)
    2, -1, -2, 6, 0, 7, 0, -4, 0
> O=C(c1ccc(Cl)cc1)N(Cc1ccco1)C1CCS(=O)(=O)C1 (stereo unspecified)
    3, -2, -7, -11, 1, -5, 9, -3, 3
> Cc1ccc(C)c2[nH]c(=O)c(CCNC(=O)c3cccs3)cc12
    2, -2, -18, -5, 7, 6, 7, -6, 2
> Cc1ccc(C2OCC3(CO2)COC(c2ccc(C)cc2)OC3)cc1 (stereo unspecified)
    1, 5, 9, 1, 0, -4, 1, -6, 3
> COc1ccc(-n2c(Cc3cccn3C)nnc2SCC(=O)Nc2ccccc2)cc1
    -4, 8, 9, 2, -2, -16, -2, -3, 1
> NS(=O)(=O)c1ccc(NC(=O)Cc2cccs2)cc1
    6, 7, 3, 2, 2, -10, 0, 0, 3
